CRFBP-R2 block: CRF-BP/CRF-R2 complex antagonism; HEK293 CRF-R2/CRF-BP, CRF-induced calcium fluorescence; inhibition, % at 11.8 µM; actives 0.59% (n = 350,000);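 active = inhibition of the ligand-induced calcium signal above about 50% at the single tested concentration, limit read from the data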
GalR3 antagonist: human GalR3 antagonism. HEK293 GalR3-CNG cAMP membrane potential fluorescence; galR3 body fused to GalR1 C-terminus. inhibition, % at 3 µM. actives 0.44% (n = 360,000);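 active = inhibition above the screen-wide average plus 3 SD, cut at about 13% in these data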;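 also: forskolin and galanin both at EC90 stimulate the cells; cAMP rise reported by CNG channel membrane potential dye signal; 0% = forskolin plus galanin with DMSO and 100% = forskolin alone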
pCIP destab: p/CIP protein destabilization. actives 0.01% (n = 290,000). AID 1984. F442A p/CIP-EGFP cells, EGFP fluorescence, 16 h. decrease of EGFP signal, % at 10 µM;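 active = EGFP signal decrease of at least 30% at 10 µM or well 3 SD below plate mean, unless failing retest; inactive = the rest, including hits failing retest or dose response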; also: some compounds called inactive have numbers as strong as hits; many of its hits are not listed in these tables
Target sequence (Q05BA5 1-1403): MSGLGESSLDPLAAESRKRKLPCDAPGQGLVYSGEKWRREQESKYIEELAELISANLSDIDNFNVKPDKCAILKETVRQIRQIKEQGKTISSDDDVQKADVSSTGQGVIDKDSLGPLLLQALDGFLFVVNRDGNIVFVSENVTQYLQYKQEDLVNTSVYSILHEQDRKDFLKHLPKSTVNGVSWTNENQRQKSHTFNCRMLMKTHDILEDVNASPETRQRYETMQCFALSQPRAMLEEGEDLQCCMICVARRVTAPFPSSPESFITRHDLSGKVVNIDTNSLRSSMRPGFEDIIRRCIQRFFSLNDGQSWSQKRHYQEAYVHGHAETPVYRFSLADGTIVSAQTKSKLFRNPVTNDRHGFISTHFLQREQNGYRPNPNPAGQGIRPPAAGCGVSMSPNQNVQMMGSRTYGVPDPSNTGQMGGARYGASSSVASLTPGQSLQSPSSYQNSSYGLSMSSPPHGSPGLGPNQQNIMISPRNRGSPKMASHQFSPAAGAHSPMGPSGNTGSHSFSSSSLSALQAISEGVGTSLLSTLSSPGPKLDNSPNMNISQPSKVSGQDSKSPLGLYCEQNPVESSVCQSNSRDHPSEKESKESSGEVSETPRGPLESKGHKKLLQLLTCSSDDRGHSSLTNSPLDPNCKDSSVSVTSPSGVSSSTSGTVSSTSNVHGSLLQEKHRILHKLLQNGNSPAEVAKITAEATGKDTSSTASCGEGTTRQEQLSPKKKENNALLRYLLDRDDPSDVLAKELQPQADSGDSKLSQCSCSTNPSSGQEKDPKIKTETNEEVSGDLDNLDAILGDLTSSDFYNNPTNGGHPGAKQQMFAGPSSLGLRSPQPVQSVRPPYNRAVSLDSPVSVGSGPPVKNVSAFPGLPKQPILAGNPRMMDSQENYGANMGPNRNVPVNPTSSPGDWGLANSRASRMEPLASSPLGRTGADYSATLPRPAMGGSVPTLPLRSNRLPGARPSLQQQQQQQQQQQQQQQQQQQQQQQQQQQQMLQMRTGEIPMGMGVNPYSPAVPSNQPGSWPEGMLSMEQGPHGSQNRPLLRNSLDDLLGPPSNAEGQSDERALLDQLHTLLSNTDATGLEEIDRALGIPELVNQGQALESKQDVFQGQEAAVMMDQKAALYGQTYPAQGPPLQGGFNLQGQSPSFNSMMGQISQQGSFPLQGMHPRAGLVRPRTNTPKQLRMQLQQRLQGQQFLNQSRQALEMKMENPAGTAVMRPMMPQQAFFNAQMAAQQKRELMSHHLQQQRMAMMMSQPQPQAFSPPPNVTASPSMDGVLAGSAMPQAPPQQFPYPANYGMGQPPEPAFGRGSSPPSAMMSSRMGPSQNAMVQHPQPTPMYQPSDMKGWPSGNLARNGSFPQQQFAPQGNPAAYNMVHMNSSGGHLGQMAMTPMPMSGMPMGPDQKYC
NS3 helicase inh: inhibitors of Hepatitis C virus NS3 helicase; NS3 helicase DNA unwinding, Cy5 molecular beacon fluorescence; inhibition, % at 10.9 µM; actives 0.56% (n = 290,000);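 active = inhibition above the mean of all tested compounds plus 3 SD, set per campaign, cut at about 35% in these data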;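 also: 0% = DMSO wells and 100% = thioflavine S control wells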
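System: Hepatitis C virus NS3 helicase domain fragment enzyme | Reagent: Annealed dual-labelled DNA beacon duplex, ATP-started | Compound dosing: 10.9 µM single point, 0.8% DMSO | Incubation: 1 h reaction at 25 °C, ATP-initiated | Technique: Cy5 fluorescence | Evaluation: Percent inhibition from t60/t0 fluorescence ratio | Benchmarks: Low DMSO, high thioflavine S at 110 µM | Replication: Singlicate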
UBC9 SUMO inh: SUMOylation inhibition. inhibition, % at 35 µM. actives 0.36% (n = 290,000). HTRF SUMOylation assay, SAE1/SAE2 + UBC9, in vitro; in the data active = inhibition above about 50%, passing the limit was not always enough; also: strong numbers were not always called active
IMP-1 inhibitor: blocks Pseudomonas aeruginosa IMP-1 metallo-beta-lactamase; purified IMP-1, nitrocefin hydrolysis, epi-absorbance fluorescence; actives 0.45% (n = 290,000); inhibition, % at 5.6 µM;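 active = inhibition above the mean plus 3 SD of all compounds in the same screening run, cut at about 4.5% in these data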;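 also: 0% = IMP-1 with DMSO and 100% = DMSO wells lacking enzyme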
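Test system: recombinant IMP-1 enzyme, purified / Medium: HEPES buffer pH 7.1 with ZnSO4 and Brij 35 / Doses: single dose, 5.6 µM / Times: 25 °C, 15 min preincubation, 25 min reaction / Detection: Epi-absorbance via hydrolysed-nitrocefin quenching of white-plate fluorescence, 480/530 nm, EDTA stop / Evaluation: percent inhibition from optical density relative to buffer-blank wells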
IDE cell inh: inhibitors of human insulin-degrading enzyme in cells; AID 434962; P14735; HEK cells, FAbetaB cleavage, fluorescence polarization; inhibition, % at 5.59 µM; actives 0.41% (n = 320,000);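 active = percent inhibition above the average of all tested compounds plus 3 SD, set per screening campaign, cut at about 16% in these data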;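 also: IDE supplied by intact live HEK cells; FP after avidin binding of uncleaved biotin substrate so inhibition keeps polarization high; 0% = DMSO wells and 100% = 60 µM reference IDE inhibitor Ii1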
VIM-2 inhibitor: inhibitors of Pseudomonas aeruginosa VIM-2 metallo-beta-lactamase; purified VIM-2, nitrocefin hydrolysis, epi-absorbance fluorescence; inhibition, % at 5.6 µM; actives 0.89% (n = 290,000); AID 1527;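 active = inhibition above the mean of all tested compounds plus 3 SD, cutoff set per screening run, cut at about 7.5% in these data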;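 also: red hydrolysis product quenches plate fluorescence so inhibitors raise well fluorescence; 0% = enzyme with DMSO and 100% = DMSO without enzyme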
IDE act: IDE (human) activation, cell-based | P14735 | HEK cells, FAbeta-B cleavage, fluorescence polarization; 0% vehicle, 100% cell-free pure enzyme wells | activation, % at 5.96 µM | actives 0.073% (n = 340,000) | AID 493087;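 active = activation above the mean of all tested compounds plus 3 SD, set per screening campaign, cut at about 17% in these data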
Active calls of the source: *; . = no result given.

Every second line gives: CRFBP-R2 block	GalR3 antagonist	pCIP destab	NS3 helicase inh	UBC9 SUMO inh	IMP-1 inhibitor	IDE cell inh	VIM-2 inhibitor	IDE act
- Clc1ccc(CCNc2ncnc3nc[nH]c23)cc1
    -1	-1	-5	3	-9	-1.3	0	-5.0	1
- O=C1N=C(N2CCc3ccccc3C2)S/C1=C\c1ccc(O)cc1
    17	-4	-12	8	-7	-1.9	-3	0.4	-6
- Nc1sc(-c2ccccc2)c(Cc2ccccc2)c1C(=O)O
    18	-2	-7	23	18	-1.1	2	-2.7	1
- O=[N+]([O-])c1ccc(N=Cc2c(O)ccc3ccccc23)cc1
    3	5	-6	1	17	-2.2	-4	-4.0	3
- CC1CC2(NC(=O)NC2=O)C(C)CN1C (centres undefined)
    -1	-4	-4	-3	2	-4.2	2	0.4	1
- COc1ccc2c(ccn2S(=O)(=O)c2ccccc2)c1
    10	-3	2	13	-14	1.3	0	2.7	2
- CC(C)OC(=O)c1ccc(N2C(=O)C3CC=CCC3C2=O)cc1 (centres undefined)
    -14	-4	2	9	-4	-1.9	-5	-3.4	5
- CCOc1ccc(NC(=O)CCNC(=O)Cn2cnc3ccccc3c2=O)cc1
    -1	-5	4	10	-1	-1.9	5	-1.4	2
- CC(C)[C@@H](C(=O)NC1CCN(Cc2ccccc2)CC1)N1C(=O)N2CCc3c([nH]c4ccccc34)[C@@]2(C)C1=O
    -7	-8	1	-98	-13	-3.3	2	-1.7	9
- COc1ccc(OC)c2c1cc(C(=O)N[C@@H](Cc1ccccc1)C(=O)O)n2C
    -5	-8	4	7	16	-3.0	.	0.9	3
- O=C(N/N=C/c1cc(Br)c(O)c(Br)c1O)c1cccnc1
    -11	-5	-1	32	7	-3.2	1	-3.1	1
- CCOC(=O)c1ccc(NC(=O)c2ccc(NC(=O)C3CCCO3)cc2)cc1 (centres undefined)
    -12	-10	-5	-11	6	-1.4	6	0.7	-2
- CCc1cccc(NC(=O)CN(c2ccc(OC)cc2)S(=O)(=O)c2c(C)n[nH]c2C)c1
    -24	-6	1	-8	-8	-4.3	-5	-3.6	5
- COc1cccc(N2CCN(CC(=O)Nc3nc(C)c(C(=O)N(C)C)s3)CC2)c1
    15	-2	7	-1	2	-2.7	2	-4.0	5
- O=C(CCC(=O)Nc1cccnc1)Nc1cccnc1
    -17	0	.	.	.	.	3	.	3

Part of the list above, showing only NS3 helicase inh:
mol | NS3 helicase inh
Clc1ccc(CCNc2ncnc3nc[nH]c23)cc1 | 3
O=C1N=C(N2CCc3ccccc3C2)S/C1=C\c1ccc(O)cc1 | 8

Next part:
Every second line gives: CRFBP-R2 block	GalR3 antagonist	pCIP destab	NS3 helicase inh	UBC9 SUMO inh	IMP-1 inhibitor	IDE cell inh	VIM-2 inhibitor	IDE act
- CCC(C)NS(=O)(=O)c1ccc(OCC(=O)NCc2ccc(OC)cc2)cc1 (centres undefined)
    2	-11	-6	-9	5	-0.6	-6	-0.4	3
- O=C(Nc1ccc(N2CCOCC2)c(Cl)c1)c1cccc(F)c1
    -2	6	-2	-3	-12	-3.8	10	-1.3	4
- Cc1cc2ncn(C3CC(=O)N(Cc4ccccc4)C3=O)c2cc1C (centres undefined)
    -6	-4	5	2	-24	-3.4	-8	-4.0	3
- O=c1ccnc(Nc2ccc3c(c2)OCCO3)[nH]1
    -7	-4	-5	-8	17	-3.1	-6	-2.7	.
- CC(=O)c1sc(NC(=O)CCOc2ccccc2)nc1C
    -9	-6	7	4	-4	-2.9	1	-2.4	-2
- COc1ccc2[nH]c3c(c2c1)CCN1C(=O)N([C@@H](C)C(=O)NCc2ccc(C)cc2)C(=O)[C@]31C
    -5	-4	2	2	4	-4.3	2	-3.2	1
- COc1ccc(Nc2ncnc3c2cnn3-c2ccccc2)cc1OC
    6	3	-10	1	12	-2.7	-1	-4.2	-2
- COc1ccc(CNS(=O)(=O)c2ccc3c(c2)NC(=O)CS3)cc1
    -6	4	-8	34	15	2.2	-5	0.9	8
- O=C(CSc1ccccc1)N/N=C/c1ccccc1O
    -11	0	2	-3	14	-4.6	-2	-4.0	3
- CCN1CCN(Cc2c(O)c(Cl)cc3c(C)cc(=O)oc23)CC1
    -15	-4	-6	3	24	-0.1	5	0.1	1
- CCCCCCSc1ccc([C@@H]2[C@H]3C(=O)N(C)C(=O)[C@H]3[C@]3(C(=O)OC)CCCCN23)cc1OC
    1	-11	.	.	.	.	-1	.	-1
- CN1CCN(c2ccccc2NC(=O)COc2ccc(Cl)cc2)CC1
    -15	-6	-2	-11	7	-3.8	0	0.1	-2
- Cc1cccc(NC(=O)C2CCCN(c3cnccn3)C2)c1 (centres undefined)
    -2	-7	-1	-2	16	-1.5	5	-0.1	1
- CCN(C(C)=O)N(CC)c1nc(Cl)nc(NC(C)C)n1
    18	-6	0	7	11	-1.0	1	-1.5	4
- O=C(Nc1cccc(F)c1)N1CCCCCC1
    -4	-4	-33	-1	16	-2.0	-5	0.0	1
- O=C(CN1CCN(c2ccc(O)cc2)CC1)N(C1CC1)C1CCS(=O)(=O)C1 (centres undefined)
    -39	2	.	.	.	.	3	.	0
- CN1CCN(C(=S)c2ccc(-c3cccc([N+](=O)[O-])c3)o2)CC1
    -6	-2	-5	1	17	0.2	4	3.7	-4
- COc1ccc(CNC(=O)C2CCCN(S(=O)(=O)c3cc(C)ccc3OC)C2)cc1 (centres undefined)
    -10	-5	3	-15	-15	-0.9	6	-1.8	-2
- NC1=NC(=O)/C(=C\c2cccnc2)S1
    -5	-4	-6	-9	6	-1.9	-2	-0.3	5
- S=C(Nc1ccc(Nc2ccccc2)cc1)NC1CCCCCC1
    -8	-6	-6	-31	-26	-3.6	-4	-3.4	-2
- COCCN(C(=O)c1cc(-c2ccco2)nc2ccccc12)c1c(N)n(Cc2ccccc2)c(=O)[nH]c1=O
    4	-6	.	.	.	.	7	.	3
- COc1ccc(CCNC(=O)CSc2nnc(CNC(=O)c3cccs3)o2)cc1OC
    2	-4	-8	-2	8	-2.4	1	-0.5	4
- CCOC(=O)c1ccc2[nH]c(C)cc(=O)c2c1
    -2	-2	1	-6	25	-4.0	-2	1.2	3
- COc1ccccc1NC(=O)N1CCCC(CNC(=O)c2ccccc2Cl)C1 (centres undefined)
    4	-6	-6	5	10	-0.3	3	0.9	3
- OCCNC(=S)NC1CCCCC1
    5	-3	3	-2	15	-3.4	6	0.2	0
- CN(C(=O)CSc1nc2cc(C(=O)O)ccc2c(=O)n1Cc1ccccc1)C1CCS(=O)(=O)C1 (centres undefined)
    2	-2	-2	-15	13	-2.8	2	-1.9	3
- CCC(=O)Nc1cc(NC(=O)CSc2ncc(-c3ccc(F)cc3)n2Cc2ccco2)ccc1C
    20	-2	8	3	-16	-3.1	2	-2.8	11
- CC(=O)C1=C(O)C(=O)N(c2cccnc2)C1c1cccc([N+](=O)[O-])c1 (centres undefined)
    1	0	-8	6	26	-1.6	10	-0.8	6
- COc1ccc(Cc2nnc(NC(=O)CSc3ccc(C)cc3)s2)cc1
    -88	-3	-6	-5	17	-3.1	1	-1.1	-1
- CN(C(=O)COc1nnc(-c2cccs2)c(-c2cccs2)n1)c1ccccc1
    -16	1	-1	22	26	-4.9	1	-7.1	-3
- CC(=O)Cc1nsc(NC(=O)c2ccc(Br)o2)n1
    15	0	4	-2	-3	-1.3	-2	-5.3	1
- COc1ccc(C(=O)C2CCCN(C3Cc4ccccc4C3)C2)c(OC)c1 (centres undefined)
    3	-8	-7	-15	4	-1.2	-1	-1.0	-2
- NC(=O)c1nsc(C(=O)N(Cc2cccnc2)C(C(=O)NCc2ccc(F)cc2)c2ccc(F)cc2)c1N (centres undefined)
    -14	-6	11	-6	-7	-1.0	9	-1.8	2
- O=C(CCCn1c(SCc2cc(=O)n3ccccc3n2)nc2ccccc2c1=O)NCC1CCCO1 (centres undefined)
    -36	-2	6	3	9	-2.9	10	-0.9	-3
- Cc1cc(C(=O)N/N=C/c2cccnc2)n[nH]1
    9	6	-5	-5	14	-1.0	0	-0.8	-1
- CN(C)CCCNc1ccc(S(N)(=O)=O)cc1[N+](=O)[O-]
    41	-3	-7	-1	-7	-2.5	-2	1.0	1
- O=C(c1ccccc1)N1CCN(C(=O)c2nn3c(C(F)(F)F)cc(-c4ccco4)nc3c2Br)CC1
    -1	-8	-25	47*	42	1.9	2	2.6	4
- O=C(c1ccco1)N1CCN(C(=O)c2snc3ccc(Cl)cc23)CC1
    -13	1	11	7	-7	-0.6	6	-2.4	0
- N/C(CC(=O)Nc1ccc(F)cc1F)=N\OC(=O)c1cccs1
    2	-8	-1	-1	8	-1.9	-1	-0.8	-1
- CCOC(=O)C1CCN(C(=O)c2ccc(OCC)c(OCC)c2)CC1
    -17	1	-6	5	0	-5.5	6	-4.6	0
- CCN1C(=O)c2ccccc2S(=O)(=O)c2ccc(C(=O)NCc3cccnc3)cc21
    7	7	1	2	-12	-3.6	-1	-4.6	0
- CCC(C)NCCCOc1cc(Cl)ccc1Cl (centres undefined)
    -25	-8	-3	5	27	-3.8	4	-3.7	-1
- CCN(CC)c1ccc(/C=N/NC(=O)OC)c(O)c1
    20	0	-14	0	14	-3.9	0	-5.7	-3
- O=C(Nc1ccccc1N1CCCC1)C1CCN(S(=O)(=O)c2ccccc2)CC1
    6	-2	.	.	.	.	-2	.	5
- Cc1noc(C)c1NC(=O)N(C)C[C@H]1Oc2ccc(NC(=O)Nc3ccc4c(c3)OCO4)cc2C(=O)N([C@H](C)CO)C[C@@H]1C
    -2	-2	.	.	.	.	0	.	-8
- Cc1ccnc(NC2c3ccccc3C(=O)N2Cc2ccccc2Cl)c1 (centres undefined)
    -14	.	-8	-6	21	-3.2	0	-3.5	-2
- C/C(=N\NC(=S)NCc1ccccc1)c1ccc(C(C)(C)C)cc1
    -17	-1	-2	1	-34	-0.7	-1	-0.8	7
- COc1ccc(NC(=O)Nc2ccc3c(c2)N(C)C(=O)CS3)cc1Cl
    7	-4	-4	5	15	-1.6	5	0.0	-1
- Cc1ccc(S(=O)(=O)CCSC(=N)N)cc1
    -7	-2	-8	-4	-6	-1.3	3	0.1	-3
- N#Cc1nc(-c2ccc(OCc3ccccc3Cl)cc2)oc1NCCCn1ccnc1
    .	.	5	7	-47	-3.5	7	-4.9	.
- O=C(CSc1ncn[nH]1)NC1CCCc2ccccc21 (centres undefined)
    -2	-2	-8	-1	10	-3.2	3	1.1	8
- C=CCn1c(C)cc(C(=O)COC(=O)COc2ccccc2C#N)c1C
    -14	-2	-10	4	4	-2.3	5	-1.9	-1
- COC(=O)c1cc(S(=O)(=O)N2CCN(Cc3ccccc3)CC2)c[nH]1
    10	-9	-6	2	22	-3.7	3	-2.9	-1
